Gli-Sufu block: Gli-Sufu pathway antagonism | Sufu-KO-LIGHT fibroblasts, Gli luciferase reporter luminescence | inhibition, % at 5 µM | hit rate 0.74% among 340,000;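 active means inhibition above about 55%, limit read from the data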;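 further: 0% = DMSO-treated cells and 100% = wells with medium but no cells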
UBC13 polyUb: inhibitors of human UBC13 polyubiquitin chain formation | TR-FRET | inhibition, % at 20 µM | hit rate 0.47% among 330,000 | AID 485273; in the data active means inhibition above about 45%, passing the limit was not always enough; inconclusive means no clear call, values can overlap the other calls
CXCR6 inh: blocks human CXCR6 beta-arrestin recruitment | CHO-K1 PathHunter CXCR6 beta-arrestin, luminescence | inhibition, % at 20 µM | hit rate 0.36% among 360,000 | AID 602244; in the data active means inhibition above about 34%, passing the limit was not always enough;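 further: antagonist mode with CXCL16 agonist at 10 nM final; 0% = 10 nM CXCL16 with DMSO and 100% = unstimulated wells without agonist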
Target sequence (O00574 whole entry, looked up): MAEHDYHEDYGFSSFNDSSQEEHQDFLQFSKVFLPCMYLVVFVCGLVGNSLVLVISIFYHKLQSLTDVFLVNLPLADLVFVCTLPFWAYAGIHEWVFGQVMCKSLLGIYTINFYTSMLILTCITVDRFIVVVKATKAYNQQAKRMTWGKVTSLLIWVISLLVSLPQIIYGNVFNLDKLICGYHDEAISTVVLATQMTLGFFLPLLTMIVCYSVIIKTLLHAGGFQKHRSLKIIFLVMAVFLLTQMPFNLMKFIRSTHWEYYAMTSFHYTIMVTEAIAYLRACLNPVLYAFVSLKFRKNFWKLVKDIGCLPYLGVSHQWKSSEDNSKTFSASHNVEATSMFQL
CCR6 antagonist: antagonists of human CCR6 receptor. hit rate 0.49% among 340,000. inhibition, % at 20 µM. CHO-K1 CCR6 PathHunter beta-arrestin, luminescence, CCL20-stimulated. AID 493098. P51684;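 active means compounds whose inhibition of the agonist-driven luminescence signal at 20 µM reaches about 50%, limit read from the data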;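 further: cells stimulated with CCL20 at 14 nM final; plate controls were DMSO with CCL20 for no effect and DMSO without agonist for full effect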
Target sequence (P51684 whole entry, looked up): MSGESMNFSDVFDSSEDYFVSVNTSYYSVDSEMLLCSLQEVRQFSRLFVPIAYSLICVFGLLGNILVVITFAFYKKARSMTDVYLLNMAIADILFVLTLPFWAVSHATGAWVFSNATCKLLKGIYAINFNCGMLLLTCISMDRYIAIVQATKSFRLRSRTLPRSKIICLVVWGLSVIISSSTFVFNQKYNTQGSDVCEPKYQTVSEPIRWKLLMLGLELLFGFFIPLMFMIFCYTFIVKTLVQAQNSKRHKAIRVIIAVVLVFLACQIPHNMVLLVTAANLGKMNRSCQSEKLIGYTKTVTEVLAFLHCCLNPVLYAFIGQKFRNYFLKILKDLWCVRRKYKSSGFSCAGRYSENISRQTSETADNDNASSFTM
APJ ag: activates the human apelin receptor APJ | P35414 | activation, % at 20 µM | hit rate 0.11% among 330,000 | CHO-K1 APJ PathHunter beta-arrestin, luminescence; 0% DMSO wells, 100% apelin;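 active means activation more than six SD over the plate average, tested at 20 µM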;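 further: 0% = DMSO alone and 100% = apelin-13 at 10 nM; some results filed as inactive read as strong as hits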
Target sequence (P35414 whole entry, looked up): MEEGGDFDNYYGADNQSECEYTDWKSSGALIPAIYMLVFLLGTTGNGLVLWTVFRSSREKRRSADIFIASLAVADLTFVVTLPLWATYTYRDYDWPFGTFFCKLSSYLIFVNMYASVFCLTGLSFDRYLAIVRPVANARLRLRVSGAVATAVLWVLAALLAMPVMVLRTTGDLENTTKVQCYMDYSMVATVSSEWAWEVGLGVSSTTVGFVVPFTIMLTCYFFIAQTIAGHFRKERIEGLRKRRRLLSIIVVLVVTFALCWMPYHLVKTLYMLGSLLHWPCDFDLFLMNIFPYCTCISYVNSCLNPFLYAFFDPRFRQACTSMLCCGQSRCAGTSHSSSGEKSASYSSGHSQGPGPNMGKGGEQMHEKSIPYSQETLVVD
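Test system: CHO-K1 APJ beta-arrestin complementation cell line. Amount: cell density 1000 per well. Controls: DMSO negative, 10 nM Apelin-13 positive. Signal: luminescent beta-gal fragment complementation, chemiluminescent substrate. Read-out basis: agonist-driven arrestin binding to APJ. Timing: compound stimulation 90 min at 25 °C, detection 60 min.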
APJ antag: blocks the human apelin receptor APJ | hit rate 0.32% among 330,000 | inhibition, % at 20 µM | CHO-K1 APJ beta-arrestin complementation, luminescence;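 active means inhibition above about 40% at 20 µM, limit read from the data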;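 further: cells challenged with 10 nM apelin-13 agonist together with compound; plate controls were apelin-13 plus DMSO wells for no effect and DMSO wells lacking apelin-13 for full effect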
ATG4B inhibitor: inhibitors of human ATG4B cysteine protease. Q9Y4P1. ATG4B cleavage of LC3-PLA2, NBD-HPC fluorescence, 1 h. inhibition, % at 8.33 µM. hit rate 0.51% among 340,000; in the data active means inhibition above about 40%
EBI2 block: blocks human EBI2 receptor beta-arrestin signaling. EBI2 beta-arrestin recruitment, luminescence, 7a,25-OHC stimulated. inhibition, % at 5 µM. hit rate 0.81% among 360,000. AID 651636; in the data active means inhibition above about 38%;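 further: enzyme fragment complementation signal reports receptor beta-arrestin coupling in cells; 0% = agonist plus DMSO wells and 100% = wells without agonist; some results beyond the cut were filed as inactive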
The depositor's hits bear a star; ? = inconclusive; nt = no result given.

SMILES	Gli-Sufu block	UBC13 polyUb	CXCR6 inh	CCR6 antagonist	APJ ag	APJ antag	ATG4B inhibitor	EBI2 block
CC(O)(CC(=O)CC(=O)c1ccccc1)c1ccccc1 (stereo unspecified)	2.9	nt	16.4	31.4	nt	nt	8.4	-3.7
COc1ccc2c(COC(=O)CC3Sc4ccccc4NC3=O)cc(=O)oc2c1 (stereo unspecified)	3.2	2.1	-15.7	7.6	-0.9	3.3	5.3	-1.2
Cc1cccc(-n2ncc3c(NCc4cccs4)ncnc32)c1	-70.1	3.6	-1.7	17.1	1.8	-4.4	5.7	42.8
Cc1cccc(Nc2ncnc3nc[nH]c23)c1C	-4.8	-1.5	-0.6	5.6	-1.2	-51.6	-2.7	-6.9
O=C(SCC(O)C(O)CS)c1cccs1 (stereo unspecified)	-1.3	23.7	4.7	9.4	-0.1	5.7	-18.4	-20.8
C=CCn1c(SC)nc2sc3c(c2c1=O)CCc1ccccc1-3	8.0	2.4	7.9	26.6	-2.3	1.9	5.6	1.8
C#CCOC(=O)c1ccccc1C(=O)O	5.4	-1.2	-6.3	-1.9	-3.9	7.2	-2.3	-5.1
Cc1ccc2c(Cl)cc(Cl)c(O)c2n1	59.5*	nt	49.1*	96.5*	nt	nt	-2.9	30.3
COC(=O)NC1c2ccccc2Oc2ccc(C)cc21 (stereo unspecified)	-0.1	5.4	-7.9	13.5	-2.1	22.7	3.1	0.8
O=C(COC(=O)c1cccs1)Nc1cccc(S(=O)(=O)N2CCCCC2)c1	-2.4	17.6	18.5	11.5	1.3	-1.0	-8.9	5.6
O=C(NC1CCCCC1)c1ccc(CNc2ccccc2)o1	-1.0	5.1	5.9	12.7	-7.0	0.9	-2.5	2.9
O=C1C=CN(Cc2ccccc2)C(c2ccccc2)C1 (stereo unspecified)	-5.1	-6.5	0.7	2.7	-2.0	-1.6	5.7	-12.5
Cc1ccc(S(=O)(=O)N(C)C)cc1NC(=O)COC(=O)CSc1ccccc1	-1.1	3.5	5.8	9.1	-2.8	19.0	-10.0	-0.2
NNC(=O)c1n[nH]c2c1CC(C1CCCCC1)CC2 (stereo unspecified)	-24.7	2.0	-12.4	-5.4	11.9	-6.3	-3.2	-2.0
CCCCN(CC)S(=O)(=O)c1ccc(C(=O)Nc2nnc(CSC)o2)cc1	-1.0	-22.6	2.7	-5.4	3.3	14.7	-11.7	-3.1
COc1ccc2oc(C(=O)N(C)CCOc3ccc(Cl)cc3)c(C)c2c1	-11.1	-0.4	-4.3	13.2	-4.6	-14.8	-6.8	2.2
Cc1ccccc1-n1ncc2c1CC(C)(C)CC2NC(=O)CCN1CCCCC1=O (stereo unspecified)	-5.8	3.8	-0.6	5.5	-0.6	22.3	-1.8	-1.8
S=c1[nH]nc(Nc2ccccc2)s1	0.6	-6.3	2.2	-4.8	-1.3	3.3	8.0	1.6
Cc1ncc(CO)c(/C=N/NC(=O)c2cccc(S(=O)(=O)N3CCCC3)c2)c1O	-29.2	52.7*	5.8	-1.3	2.3	-3.1	0.0	-0.8
COc1ccc(C2C(C#N)=C(N)Oc3cc(O)ccc32)cc1 (stereo unspecified)	-13.1	nt	1.0	8.0	nt	nt	0.6	17.6
CCOC(=O)Cn1cc(-c2ccccc2)nn1	0.1	2.3	-9.8	-4.7	-1.6	6.8	-14.1	1.4
O=[N+]([O-])c1ccccc1S(=O)(=O)NCc1ccc(F)cc1	1.2	0.8	-4.1	10.1	1.8	-29.2	-7.5	1.8
CC(CCc1ccccc1)NC(=O)C1CCCN(c2nnc(-n3cccc3)s2)C1 (stereo unspecified)	9.2	4.3	11.3	7.6	-2.7	11.7	-2.6	23.2
Cc1ccccc1S(=O)(=O)Cc1ccc(C(=O)NCCCN2CCC(C)CC2)o1	8.4	1.5	-11.3	6.1	-1.7	-6.0	-1.1	-5.4
OC(CN1CCN(c2cccc(Cl)c2)CC1)c1ccc(F)cc1 (stereo unspecified)	68.9*	8.7	-8.2	-15.2	0.7	-4.3	2.8	0.7
CCCCN(Cc1ccco1)C(=O)Cn1ncc2c(=O)oc3ccc(C)cc3c21	3.7	-8.9	-5.4	12.0	-0.2	-12.6	-16.8	86.1*
COc1cccc(NC(=O)c2cccc(Cl)c2)c1	-58.0	5.2	-3.2	14.7	2.8	12.4	-0.1	14.9
Cc1ccc(N2CCN(CC(O)COc3ccccc3)CC2)cc1 (stereo unspecified)	1.1	5.9	-3.9	11.1	0.2	2.6	4.8	7.8
Cc1ncc(CO)c(/C=N/NC(=S)Nc2cccc(Cl)c2)c1O	-15.6	21.7	0.0	-17.7	-2.2	-9.6	-16.9	-13.2
CN1CCC(OC(=O)c2cc3cc(Br)ccc3oc2=O)CC1	-11.1	-14.2	0.0	0.2	-2.8	16.3	1.4	-0.8
Cc1cccc(N2C(=O)N3[C@@H]4c5ccccc5OC[C@@H]4[C@@H](c4ccccc4)[C@@]3(C)C2=O)c1	-6.1	-3.0	-2.1	9.9	-2.2	-66.1	-4.3	22.0
CC(C)=CC(=O)N1CCCC(N2CCN(c3ccccc3C)CC2)C1 (stereo unspecified)	12.9	4.7	-3.2	12.0	1.3	19.8	-2.8	0.9
CCOc1ccccc1N(CC)C(=O)c1nn(C)c2c1CSc1ccccc1-2	11.4	-5.3	5.9	10.0	-3.6	-1.2	-11.7	15.5
CCC1=C/C(=C/N(C)c2ccccc2)C(=O)S1	5.1	0.9	-3.2	14.6	-4.7	1.3	-9.2	2.7
COc1ccc(OC)c(NC(=O)CN2C(=O)COc3ccc(C)cc32)c1	-3.3	-0.9	-1.1	22.6	0.1	16.7	3.5	-3.5
O=C(Oc1cccc(C(=S)N2CCOCC2)c1)c1ccccc1	-12.6	-2.8	3.7	13.1	-4.1	12.7	-4.6	-24.8
O=C(CNC(=O)OCc1ccccc1)Oc1ccc2ccc(=O)oc2c1	1.3	13.5	1.1	-0.6	-4.9	-20.4	-0.2	0.1
COc1ccc(C(C)=O)cc1CSc1nncn1-c1ccccc1	-0.8	-2.8	6.3	11.1	-3.5	0.9	2.1	5.3
CN1CCN(c2cc(N3CCc4ccccc4C3)c(F)cc2[N+](=O)[O-])CC1	9.6	4.1	5.6	-2.4	-0.4	18.7	9.1	-2.9
Cc1cc(C(=O)OC2CCOC2=O)c2ccccc2n1 (stereo unspecified)	0.4	-2.8	-3.1	-9.3	-3.6	5.4	0.1	-6.4

A stretch from the list above, as a working copy:
SMILES	Gli-Sufu block	UBC13 polyUb	CXCR6 inh	CCR6 antagonist	APJ ag	APJ antag	ATG4B inhibitor	EBI2 block
COc1ccc(C(C)=O)cc1CSc1nncn1-c1ccccc1	-0.8	-2.8	6.3	11.1	-3.5	0.9	2.1	5.3
CN1CCN(c2cc(N3CCc4ccccc4C3)c(F)cc2[N+](=O)[O-])CC1	9.6	4.1	5.6	-2.4	-0.4	18.7	9.1	-2.9
Cc1cc(C(=O)OC2CCOC2=O)c2ccccc2n1 (stereo unspecified)	0.4	-2.8	-3.1	-9.3	-3.6	5.4	0.1	-6.4

(further entries)
SMILES	Gli-Sufu block	UBC13 polyUb	CXCR6 inh	CCR6 antagonist	APJ ag	APJ antag	ATG4B inhibitor	EBI2 block
COc1ccccc1C1CCCN1Cc1nc(-c2cc3c(cc2Cl)OCO3)oc1C (stereo unspecified)	34.0	3.3	9.4	18.5	-1.6	15.3	-3.3	9.8
Cc1ccccc1NC(=O)Cn1nc(-c2ccccc2)nc1-c1ccccc1	1.0	-3.8	-1.3	-10.0	-2.3	8.3	6.9	0.9
O=C(NCCO)NC(=S)c1ccccc1	-5.6	0.4	2.2	0.1	-2.0	17.8	-1.1	-6.7
N#Cc1c(Nc2ccccc2C(F)(F)F)s[nH]c1=O	12.6	-11.0	-9.4	-4.7	-1.7	-3.4	3.8	-4.0
CCO[C@@H]1OC(C(=O)N2CCOCC2)=C[C@H](C(C)(C)C)[C@H]1CCCO	4.5	-3.2	7.4	3.7	5.1	-12.4	1.8	-7.8
CCCCSCCCNC(=O)CS(=O)Cc1nc(-c2cccc(C)c2)oc1C (stereo unspecified)	6.8	27.6	3.0	2.6	-2.8	10.6	-8.7	0.0
CN1CCN(C(c2ccc(C(F)(F)F)cc2)c2ccc3cccnc3c2O)CC1 (stereo unspecified)	19.2	-8.0	nt	33.8	-2.2	10.5	-7.0	nt
COc1ccc(/C=N/NC(=O)CC(=O)NCCc2ccccc2)cc1OC	6.6	-0.6	-5.5	-1.3	-2.1	-0.1	-3.0	-11.7
O[C@@H]1CN(Cc2ccccc2Cl)CC[C@H]1N1CCOCC1	0.4	-0.5	3.2	2.9	-3.4	11.8	4.4	-6.7
O=C(Nc1ccc2nc3n(c(=O)c2c1)CCCC3)c1cccc(F)c1	-6.7	-6.3	-3.2	5.6	1.3	-0.5	-7.8	8.5
CCOc1ccccc1NC(=O)CSc1nc2[nH]ncc2c(=O)[nH]1	3.2	-0.6	-6.3	6.7	-1.6	-0.8	-3.4	6.2
CC(O)CNc1nc2ccccc2n1CC(=O)NCC(F)(F)F (stereo unspecified)	-7.7	-2.6	0.0	-4.0	-4.9	-1.7	-13.1	-7.7
COc1ccc(C)cc1NC(=O)c1cccc(C(=O)Nc2cc(C)ccc2OC)c1	-3.9	2.4	6.2	15.2	-2.3	19.6	6.5	29.5
O=C(COC(=O)C1CCN(S(=O)(=O)c2ccc3c(c2)OCCO3)CC1)Nc1cccc2ccccc12	-3.7	-5.2	-13.4	-6.1	-2.8	-9.0	3.1	-8.1
COc1ccccc1N1CCN(CC(=O)Nc2ccc3c(c2)OCCO3)CC1	-3.6	-5.3	10.1	10.5	-1.4	-5.1	-1.3	-7.8
NC(=O)Nc1ccc(C(=O)OCC(=O)N2CCc3ccccc3C2)cc1	-5.5	-8.1	-6.4	-1.1	-2.6	-18.5	-11.4	-25.6
O=C(c1ccc2c(c1)CCN2S(=O)(=O)c1ccccc1)N1CCN(c2ccccc2F)CC1	-10.5	-5.2	0.6	22.1	-2.8	-10.0	2.3	9.6
CC(C)(C)C(=O)Nc1sc2c(c1C#N)CCCCC2	-17.3	4.9	-3.8	17.3	-4.7	-3.7	8.9	0.5
Cc1ccc(CNC(=S)Nc2ccc(OC(F)F)cc2C)cc1	7.4	7.5	-2.0	10.3	-3.0	2.9	4.3	4.5
COc1ccc2c(-c3ccccc3)cc(=O)[nH]c2c1	-7.6	8.5	-0.2	-7.5	-4.3	-19.0	-2.4	-0.3
CC(=O)Nc1ccc(S(=O)(=O)Oc2ccc(/C=C3\SC(N)=NC3=O)cc2)cc1	0.9	0.3	5.1	13.5	-2.4	-19.3	-2.2	-7.8
O=C(C1CCCO1)N(c1ccc(F)cc1)C1C=CS(=O)(=O)C1 (stereo unspecified)	0.1	-8.3	-3.6	-5.5	-4.1	-6.6	1.3	-6.3
O=S(=O)([N-]c1nc2ccccc2nc1-n1cc[n+](Cc2ccccc2)c1)c1ccc(Cl)cc1	1.1	12.9	2.3	-0.9	6.4	2.5	6.1	2.3
COc1ccc(CN2C[C@H]3CCCN3c3cc(Br)ccc3S2(=O)=O)cc1	6.7	nt	2.5	33.5	nt	nt	-2.1	9.5
COc1ccc(CN(C)CC(O)COc2ccc(-c3ccccc3)cc2)cc1OC (stereo unspecified)	-5.7	11.6	-7.7	9.7	2.7	-28.0	-10.5	1.8
N#Cc1c(-c2ccccc2)cc(-c2ccccc2)nc1Br	nt	?	5.3	9.4	-4.3	-6.4	16.2	14.2
CCN1CCN(c2ncc(C(=O)Nc3cc(Cl)ccc3OC)c3ccccc23)CC1	24.3	28.0	-2.3	20.6	-2.9	12.2	-5.9	3.6
COc1ccccc1NC(=O)CCC(=O)Nc1nnc(C(F)(F)F)s1	-0.4	3.0	-2.6	-15.2	-5.3	-3.3	3.7	-1.9
Cc1nc(N2CCc3ccccc3C2)[nH]c(=O)c1CCC(C)C	-9.0	3.8	-3.9	-5.6	-3.2	-25.1	10.1	-11.0

High-throughput results (PubChem)
